Compound activity from PubChem BioAssay.
HCV inhibitor: HCV inhibition; Huh7.5.1 HCVcc-Cre infection, luciferase reporter, 44 h; Potency, µM (highest dose often 41.8 µM), for the others: at the top dose activity change, negative = inhibition, actives largely listed as inhibitors; 340,000 compounds, 3.4% hits; AID 651820; note: potency is the fitted concentration of half-maximal effect; % is set by controls: 0 for no effect and ±100 for the full control effect
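HCVcc-Cre virus at an moi near 0.5 was added right after compound to cells cultured 4 h from seeding (1,000 cells/well). Luciferase activity was determined 44 h later, 15 min after substrate addition at RT.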
Tb PYK inh: blocks Trypanosoma brucei pyruvate kinase | Q57TT1 | TbPYK enzyme, Kinase-Glo Plus ATP luminescence, 45 min | Potency, µM (highest dose often 76.8 µM), for inactives: top-dose activity, negative = inhibition, usual class: inhibitors | 410,000 compounds, 0.12% hits | AID 624173; note: potency is the fitted concentration of half-maximal effect; % is set by controls: 0 for no effect and ±100 for the full control effect; nearly all actives have a fitted effect of over 50% in size
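Readout: single end-point luminescence (Kinase-Glo Plus, 10 min). Reaction conditions were TbPYK/substrate plus 130 uM ADP, 45 min at RT, pH 7.2 TEA buffer. No-enzyme wells served as controls, and data were normalized before concentration-response fitting.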
Pf growth 48h: P. falciparum growth inhibition at 48 hours (one generation); 310,000 compounds, 5.9% hits; P. falciparum luciferase growth in erythrocytes, 48 h; AID 504832; Potency, µM (highest dose often 28.7 µM), inactives show at the highest dose activity change, negative = inhibition, hits mostly inhibitors; note: potency is the fitted concentration of half-maximal effect; % is set by controls: 0 for no effect and ±100 for the full control effect
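Firefly luciferase activity from engineered P. falciparum reports growth; inhibitors lower the luminescent signal. Cultures contained 2% hematocrit erythrocytes at 0.1% final parasitemia.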
Cycloheximide cs: affects cycloheximide protein synthesis inhibition readout, counter-screen. cell reporter, cycloheximide protein synthesis inhibition counterscreen. max response, %. 300,000 compounds, 12% hits; in the data active = max response mostly above about 13%, no sharp cut-off; inactive = mostly below about 14%; note: read at 38.3 µM for the half of the compounds with a filed dose; 0% is about no effect
Shiga toxin inh: inhibitors of Shiga toxin in Vero cells; Vero cells, Shiga toxin protein synthesis inhibition reporter; inhibition, % at 38.7 µM; 290,000 compounds, 9.2% hits; AID 2315; in the data active = inhibition mostly above about 28%, no sharp cut-off; inactive = mostly below about 43%; note: 0% is about no effect
LmPK inhibitor: inhibitors of Leishmania mexicana pyruvate kinase | 290,000 compounds, 0.37% hits | Q27686 | purified LmPK, Kinase-Glo ATP luminescence, 1 h | AID 1721 | Potency, µM (top dose mostly 57.5 µM), for the others: at the top dose activity change, negative = inhibition, actives largely listed as inhibitors; note: potency is the fitted concentration of half-maximal effect; % is set by controls: 0 for no effect and ±100 for the full control effect
Target sequence (Q27686 whole entry, looked up): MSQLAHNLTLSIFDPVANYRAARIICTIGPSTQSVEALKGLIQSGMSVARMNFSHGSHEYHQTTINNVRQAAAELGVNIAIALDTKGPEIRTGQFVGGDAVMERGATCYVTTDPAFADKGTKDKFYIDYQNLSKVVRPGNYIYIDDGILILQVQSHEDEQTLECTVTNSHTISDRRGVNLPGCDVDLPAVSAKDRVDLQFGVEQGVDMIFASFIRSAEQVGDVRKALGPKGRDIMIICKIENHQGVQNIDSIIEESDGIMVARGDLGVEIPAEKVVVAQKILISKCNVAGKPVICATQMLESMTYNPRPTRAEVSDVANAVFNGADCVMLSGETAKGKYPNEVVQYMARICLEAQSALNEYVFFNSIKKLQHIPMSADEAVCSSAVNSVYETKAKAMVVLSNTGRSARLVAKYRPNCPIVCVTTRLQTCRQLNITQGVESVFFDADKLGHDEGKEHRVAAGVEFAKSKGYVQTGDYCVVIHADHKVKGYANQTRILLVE
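qHTS format; LmPK 0.1 nM; substrates PEP 0.5 mM and ADP 0.1 mM. One-hour room-temperature incubation, then coupled luciferase luminescence; 0.5 nM enzyme wells mark activation.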
Pf growth 96h: inhibits malaria parasite growth, 96 h; P. falciparum luciferase reporter growth, 96 h; Potency, µM (doses to about 28.7 µM), for inactives: at the highest dose activity change, negative = inhibition, actives largely listed as inhibitors; 320,000 compounds, 6.9% hits; AID 504834; note: potency is the fitted concentration of half-maximal effect; % is set by controls: 0 for no effect and ±100 for the full control effect
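Delayed-death screen, second-generation endpoint: infected erythrocytes, 2% hematocrit, 0.05% parasitemia final; 96 hours at 37 C, 5% CO2; luciferase detection reagent; luminescence decrease equals reduced growth.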
* marks the source's active call; other numbers are inactive results; u = inconclusive; x = not tested or not shown; & = joins results of further samples; [ ] = dose if it differs, or a comment. Unless noted, calls come from the whole dose curve; as a rule, active = well fitted curve in the direction sought with a large enough effect; inconclusive = small, poorly fitted or top-dose-only effect, or another doubt; inactive = no such curve, though single readings can be large; an effect the other way counts as inactive or inconclusive.

SMILES	HCV inhibitor	Tb PYK inh	Pf growth 48h	Cycloheximide cs	Shiga toxin inh	LmPK inhibitor	Pf growth 96h
Cc1ccccc1CCNCc1ccc(Br)cc1	u	-4.4%	-8.2%	-1.7	-11.0	-1.8%	-2.7%
O=C(c1ccccc1F)N(Cc1nc2ccccc2c(=O)[nH]1)C1CCCC1	u	0.4%	-4.2%	-2.1	-17.9	7.0%	-27.2%
COc1ccc(CN(CC(=O)NCc2ccc(F)cc2)C(=O)c2csnn2)cc1	-8.6%	7.4%	0.9%	-5.1	-4.9	2.3%	-0.7%
CC(=O)N1CCN(c2ccc(N)cc2)CC1	x	-6.1%	171.1%[activator]	x	x	x	147.8%[activator]
O=C(NC1CCCCC1NC(=O)c1cccs1)c1cccs1 (stereo unspecified)	3.9%	1.6%	-5.3%	1.1	-5.6	1.9%	u
Cc1ccc(S(=O)(=O)c2nc(S(C)(=O)=O)sc2N2CCCC2)cc1	3.6%	-1.7%	1.0%	-2.5	-0.8	5.4%	u
Cc1cccc(CN2CCC(C(=O)Nc3ccc(Oc4cccnc4)cc3)CC2)c1	u	-10.4%	13.1µM*	-2.9	-1.2	-8.0%	13.9%
CN(C)C(=O)Cn1c(SCC(=O)Nc2ccc3c(c2)OCO3)nc2ccccc21	-10.9%	-1.4%	-10.5%	1.0	1.5	-3.0%	-10.8%
Cc1cc(C=C2C(=O)NC(=S)NC2=O)c(C)n1C1CCCC1	-15.8%	-26.4%	10.1%	43.4*	70.7*	-10.9%	-8.2%
COc1cc2[nH]c(=O)n(CCC(=O)N3CCN(c4cccc(C)c4C)CC3)c(=O)c2cc1OC	u	0.9%	-26.4%	-2.9	-3.0	-1.9%	u
CC(=O)C(Cc1ccccc1)NC(=O)CN1CCc2ccccc2C1 (stereo unspecified)	12.1%	-4.4%	-6.4%	-1.2	-7.9	2.2%	-8.7%
Cc1cccc(C)c1NC(=O)COC(=O)CSc1nnc(N)s1	12.0%	-3.5%	12.6%	-0.6	-4.8	-0.3%	36.0%[activator]
COc1ccc(OC)c(NC(=O)c2cc(OC(C)=O)cc(C(=O)Nc3cc(OC)ccc3OC)c2)c1	u	1.2%	-28.0%	-3.5	x	18.7%	u
CC(C)C(=O)N1CCC(CN=Cc2c(O)n(C3CCCCC3)c(=O)n(C3CCCCC3)c2=O)CC1	u	1.3%	1.47µM*	4.2	25.6	3.4%	-19.3%
COc1cc(N)c(Cl)cc1C(=O)OCC(=O)NC1CCCC1	-20.1%	-2.3%	24.7%	-3.1	-5.3	6.6%	0.4%
O=C(COc1ccccc1)NCc1n[nH]c(=S)n1-c1ccccc1	11.1%	u	-2.5%	5.3	-13.8	-2.2%	u
O=C(CCC(=O)N1CCSc2ccccc21)NC1CCCCC1	1.7%	-3.0%	10.1%	-2.9	-4.9	-4.9%	u
COC(=O)c1cnn(-c2ccccc2)c1C(OC)OC	16.7%	1.4%	0.6%	0.8	19.0	-11.4%	-12.7%
COc1ccc(C(=O)Cc2ccc(OC)c(OC)c2)cc1	u	2.3%	x	55.6*	53.1*	5.5%	69.9%[activator]
CCC(=O)NC(c1ccccc1Cl)c1c(O)ccc2ccccc12 (stereo unspecified)	-0.8%	-7.9%	10.4µM*	-1.4	-5.8	-1.9%	-20.3%
O=C(O)CC(CC(=O)Nc1ccc(C(=O)O)cc1)c1ccccc1 (stereo unspecified)	11.6%	8.5%	-1.7%	-2.2	-6.2	5.2%	26.8%
Nn1c(SCc2nc3ccccc3[nH]2)nnc1-c1cccnc1	9.8%	2.6%	13.5%	0.5	9.4	-2.0%	x
O=C(Nc1cc([N+](=O)[O-])ccc1N1CCCC1)c1cccs1	u	2.4%	u	-2.8	7.5	-4.5%	13.1µM*
CCN(CC)CCN1C(=O)C(=O)/C(=C(/O)c2c(C)[nH]c(C(=O)OC)c2C)C1c1ccco1 (stereo unspecified)	7.9%	1.1%	1.5%	2.8	26.3	-1.7%	-4.9%
COc1ccc2nc3oc(C(=O)NCCCOC(C)C)cc3cc2c1	u	-3.6%	-3.2%[0.00184 µM]	11.9	21.3	0.2%	37.6%[activator]
New compounds follow.
SMILES	HCV inhibitor	Tb PYK inh	Pf growth 48h	Cycloheximide cs	Shiga toxin inh	LmPK inhibitor	Pf growth 96h
CCOc1ccc(CCNC(=O)COC(=O)CNS(=O)(=O)c2ccc(NC(C)=O)cc2)cc1OCC	-16.2%	-5.7%	u	x	x	x	8.28µM*
CCCCn1c(N)c(N(CCOC)C(=O)C2CCN(S(=O)(=O)c3ccc(F)cc3)CC2)c(=O)[nH]c1=O	0.7%	0.6%	-5.3%	x	x	x	-3.2%
COc1ccc(CNC2CCSc3ccccc32)cc1OC (stereo unspecified)	-12.6%	31.9%[activator]	-6.6%	1.4	-3.3	-3.6%	-3.2%
COc1ccc(Br)cc1CN1CCCCCC1	8.3%	-13.0%	u	-1.8	-9.0	0.6%	20.7%
CCCCn1c2nc3ccccc3nc2c2c(=O)n(CCC)cnc21	-7.1%	-12.9%	u	-2.7	-11.8	-5.0%	u
CCc1nn(CCCC(=O)N2CCN(c3cccc(C)c3C)CC2)c(=O)c2cc3occc3n12	14.1µM*	1.2%	0.6%	-4.1	-1.7	6.2%	u
COc1ccc(C(=O)N2CCC(c3ccccc3)CC2)c(OC)c1OC	-2.4%	-0.1%	-1.0%	-6.0	10.1	-13.9%	26.2%
Cc1ccc(NC2Nc3cc(C)nn3S2)c(C)c1 (stereo unspecified)	4.4%	-11.1%	254.1%[activator]	57.3*	83.2*	0.4%	-5.7%
CN1CCN(S(=O)(=O)c2ccc(N3CCN(S(=O)(=O)c4cccs4)CC3)nc2)CC1	10.0%	6.0%	14.9%	-3.4	26.5	10.1%	x
Cc1ccc(C(=O)COC(=O)C2CC(=O)N(c3nc(-c4ccccc4)cs3)C2)cc1C (stereo unspecified)	-0.9%	7.9%	10.3%	-1.6	-20.2	10.2%	x
COc1ccc(NC(=O)c2cccc(-n3c(C)ccc3C)c2)c(OC)c1	u	-3.4%	u	9.3	40.9	0.6%	u
Oc1cccc(Nc2nc(NCC3CCCO3)c3ccccc3n2)c1 (stereo unspecified)	u	-17.5%	0.37µM*	7.6	10.8	5.7%	-17.7%
O=C(COC(=O)Cc1ccc(Br)cc1)NC1CCCCCC1	5.3%	-1.7%	111.1%[activator]	7.6	32.1	0.9%	28.3%
Cc1cnc(C(=O)OCC(=O)Nc2sc3c(c2C#N)CCC3)cn1	0.2%	-3.5%	17.2%	x	x	x	38.0%[activator]
O=C(COC(=O)c1cc(-c2ccco2)nc2ccccc12)NCc1ccc2c(c1)OCO2	2.1%&5.4%	-6.1%	-17.6%	-0.9	-2.0	3.9%	-10.7%
COc1ccccc1NC(=O)Nc1ccccc1C#N	13.2%	-1.1%	0.0%	5.4	x	5.6%	u
CC(C)c1cccc(C(C)C)c1NC(=O)COC(=O)c1ccc2c(c1)S(=O)(=O)c1ccccc1C2=O	34.6%[activator]	-2.2%	2.2%	12.9	-11.7	-2.8%	15.5%
Cn1c(CNS(=O)(=O)c2ccc(Br)cc2)n[nH]c1=S	0.8%	u	4.8%	-4.1	-19.2	2.9%	36.4%[activator]
CCN(CC)CCC(c1ccc(N(C)C)cc1)c1c(OC)cc(OC)c2ccc(=O)oc12 (stereo unspecified)	-3.1%	-3.9%	11.7µM*	-3.6	-7.0	6.8%	u
COc1ccc(OC)c(CN2CCC(Cc3ccccc3)CC2)c1	-25.4%	14.1%	u	1.1	-1.8	1.2%	u
CCOCCCNC(=S)N(Cc1ccccc1)Cc1nc2ccccc2c(=O)[nH]1	2.4%	-4.1%	-9.9%	6.4	5.1	3.5%	-8.0%
CCOc1ccc(OCC)c(NC(=O)CSc2nnnn2CC)c1	u	-0.6%	-5.3%	-1.0	4.3	0.6%	31.4%[activator]
CCN(C(=O)COC(=O)c1ccccc1NCCO)c1cccc2ccccc12	u	0.6%	u	x	x	x	10.4µM*
O=C(c1ccccc1)N1CCN(C(=O)c2cc3nc(-c4ccccc4)cc(C(F)(F)F)n3n2)CC1	u	-3.4%	u	-2.0	3.4	0.4%	-1.6%
CCC(c1nnc(SCC(=O)NCCc2ccc(Cl)cc2Cl)o1)N(C)C (stereo unspecified)	6.0%	-3.5%	-0.4%	-1.0	-2.7	1.1%	26.9%

Entries of single compounds, looked up by structure. Order of screens: HCV inhibitor | Tb PYK inh | Pf growth 48h | Cycloheximide cs | Shiga toxin inh | LmPK inhibitor | Pf growth 96h
`CCCCn1c2nc3ccccc3nc2c2c(=O)n(CCC)cnc21` as listed: -7.1% | -12.9% | u | -2.7 | -11.8 | -5.0% | u
`COc1ccc(CNC2CCSc3ccccc32)cc1OC` (stereo unspecified) as listed: -12.6% | 31.9%[activator] | -6.6% | 1.4 | -3.3 | -3.6% | -3.2%
`CCN(CC)CCC(c1ccc(N(C)C)cc1)c1c(OC)cc(OC)c2ccc(=O)oc12` (stereo unspecified) as listed: -3.1% | -3.9% | 11.7µM* | -3.6 | -7.0 | 6.8% | u
`COc1ccc(OC)c(CN2CCC(Cc3ccccc3)CC2)c1` as listed: -25.4% | 14.1% | u | 1.1 | -1.8 | 1.2% | u
`CCCCn1c(N)c(N(CCOC)C(=O)C2CCN(S(=O)(=O)c3ccc(F)cc3)CC2)c(=O)[nH]c1=O` as listed: 0.7% | 0.6% | -5.3% | x | x | x | -3.2%

Entries listed so far that contain a thiophene ring, fused or not (4):
SMILES	HCV inhibitor	Tb PYK inh	Pf growth 48h	Cycloheximide cs	Shiga toxin inh	LmPK inhibitor	Pf growth 96h
O=C(NC1CCCCC1NC(=O)c1cccs1)c1cccs1 (stereo unspecified)	3.9%	1.6%	-5.3%	1.1	-5.6	1.9%	u
O=C(Nc1cc([N+](=O)[O-])ccc1N1CCCC1)c1cccs1	u	2.4%	u	-2.8	7.5	-4.5%	13.1µM*
CN1CCN(S(=O)(=O)c2ccc(N3CCN(S(=O)(=O)c4cccs4)CC3)nc2)CC1	10.0%	6.0%	14.9%	-3.4	26.5	10.1%	x
Cc1cnc(C(=O)OCC(=O)Nc2sc3c(c2C#N)CCC3)cn1	0.2%	-3.5%	17.2%	x	x	x	38.0%[activator]

(continued)
SMILES	HCV inhibitor	Tb PYK inh	Pf growth 48h	Cycloheximide cs	Shiga toxin inh	LmPK inhibitor	Pf growth 96h
Cc1ccccc1N1C(=O)C2ON(c3ccccc3)C(c3cccnc3)C2C1=O (stereo unspecified)	8.3%	-2.3%	6.6%	-4.9	18.9	2.3%	-15.5%
CCOC(=O)CC(=O)Nc1nnc(C(C)C)s1	-11.4%	-0.2%	9.7%	-2.0	-4.4	3.0%	-19.3%
CC(c1ccco1)N(C(=O)c1cc(Cl)cc(Cl)c1)c1ccccn1 (stereo unspecified)	-24.9%	1.1%	-25.3%	1.1	24.4*	-1.7%	u
N#CCSc1ccccc1NC(=O)COC(=O)CCN1C(=O)C2CC=CCC2C1=O (stereo unspecified)	43.8%[activator]	3.7%	0.7%	x	x	x	-23.7%
COc1ccc(NC(=O)CSc2nnc(N)s2)cc1	10.3%	3.8%&-1.8%	17.8%	-2.0	-3.3	-0.9%	-23.7%
CC(Oc1ccc(C(=O)c2ccccc2)cc1)C(=O)N1CCOCC1 (stereo unspecified)	-0.5%	3.9%	16.0%	x	x	x	25.2%

The order is random (roughly 24% active in at least one column).
